NOD2 RIPK2 PPI: NOD2-RIPK2 binding disruptors in cells, primary screen, fluorescence, CHO cells, BLA complementation | Receptor-interacting serine/threonine-protein kinase 2 (Homo sapiens), O43353 | CCF4 ratio | inhibition, % at 4.98 µM | 0.38% of 360,000 active | AID 624267, 2012; in the data active means inhibition above about 21%;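 further: 0% = vehicle only and 100% = reference blocker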
SRC1 inh: SRC1 coactivator transcriptional activity inhibitors, primary screen, cell-based, luminescence; Nuclear receptor coactivator 1 (Homo sapiens), Q15788; HEK293 GAL4-SRC1 luciferase reporter; inhibition, % at 3.6 µM; 0.12% of 360,000 active; AID 588354, 2011;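 active means inhibition above the campaign mean plus 3 SD, with each screening campaign given its own cutoff, cut at about 60% in these data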;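 further: 0% = DMSO treated cells and 100% = gossypol at 36 µM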
TWEAK-Fn14 inh: inhibitors of TWEAK-Fn14 signaling, primary screen, luciferase reporter cells, uHTS; TWEAK-stimulated Fn14 reporter cells, luciferase luminescence, 8 h; inhibition, % at 10 µM; 2% of 360,000 active; AID 1159606, 2016; in the data active means inhibition above about 50%
SRC2 inh: inhibition of GAL4-SRC2 driven luciferase reporter, primary screen, SRC2 inhibitor project, cell-based, luminescence. Nuclear receptor coactivator 2 (Homo sapiens), Q15596. HEK293 GAL4-SRC2 luciferase reporter. inhibition, % at 9 µM. 0.17% of 370,000 active;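 active means inhibition above the mean inhibition of all tested compounds plus 3 SD, set per campaign, cut at about 52% in these data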;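 further: 0% = DMSO treated cells and 100% = cells given Gossypol at 36 µM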
TROY NFkB inh: inhibitors of TROY-driven NF-kB signaling, primary screen, Q293 LMP1-TROYcd cells, NF-kB luciferase, uHTS. inhibition, % at 10 µM. Q293 LMP1-TROYcd NF-kB luciferase reporter, 4 h. 0.98% of 360,000 active;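 active means compounds whose plate-normalised and pattern-corrected inhibition of the luciferase reporter signal at the single screening dose is 50% or more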
ABHD5 PLIN5 PPI: ABHD5-PLIN5 interaction inhibitors, primary screen, cell lysate, split luciferase complementation, luminescence; Split G. princeps luciferase complementation, 4 h; inhibition, % at 4 µM; 0.78% of 360,000 active;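 active means inhibition above the mean inhibition across every tested compound plus 3 SD, cut at about 22% in these data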;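 further: 0% = DMSO only wells and the 100% control is not disclosed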
Target sequence (Q00G26 whole entry, looked up): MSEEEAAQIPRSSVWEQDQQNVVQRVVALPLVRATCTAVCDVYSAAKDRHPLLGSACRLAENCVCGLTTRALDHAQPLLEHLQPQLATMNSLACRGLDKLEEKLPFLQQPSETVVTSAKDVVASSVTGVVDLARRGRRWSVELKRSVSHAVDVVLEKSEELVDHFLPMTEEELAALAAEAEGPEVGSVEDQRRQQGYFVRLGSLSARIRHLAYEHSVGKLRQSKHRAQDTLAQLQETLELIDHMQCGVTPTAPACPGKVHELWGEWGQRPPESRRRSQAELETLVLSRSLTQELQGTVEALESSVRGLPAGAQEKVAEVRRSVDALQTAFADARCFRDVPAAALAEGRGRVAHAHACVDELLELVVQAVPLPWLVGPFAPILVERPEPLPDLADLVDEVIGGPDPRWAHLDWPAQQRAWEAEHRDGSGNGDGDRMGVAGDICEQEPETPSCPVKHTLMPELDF
Target sequence (Q8WTS1 whole entry, looked up): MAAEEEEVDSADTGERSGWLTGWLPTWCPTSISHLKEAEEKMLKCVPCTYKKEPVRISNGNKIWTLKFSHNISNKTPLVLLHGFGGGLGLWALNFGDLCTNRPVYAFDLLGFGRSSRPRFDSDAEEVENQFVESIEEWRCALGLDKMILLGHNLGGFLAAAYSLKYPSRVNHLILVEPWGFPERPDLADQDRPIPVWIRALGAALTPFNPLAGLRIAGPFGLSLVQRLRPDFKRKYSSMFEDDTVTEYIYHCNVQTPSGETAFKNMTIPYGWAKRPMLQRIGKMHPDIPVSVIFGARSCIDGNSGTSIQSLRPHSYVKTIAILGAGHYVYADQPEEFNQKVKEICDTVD
TLR9-MyD88 inh: inhibitors of TLR9-MyD88 association in cells, primary screen, cell-based, CHO, BLA complementation, fluorescence; inhibition, % at 4.98 µM; CCF4 FRET ratio; AID 504734, 2011; 0.21% of 340,000 active; Toll-like receptor 9 (Homo sapiens) + Myeloid differentiation primary response protein …;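 active means inhibition above the mean over all tested compounds plus 3 SD, cut at about 21% in these data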;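 further: 0% = DMSO only wells and 100% = clavulanate BLA inhibitor control wells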
COUP-TFII inh: NR2F2 transcriptional activity inhibitors, primary screen, cell-based, luciferase reporter, HEK293T, luminescence; HEK293T NGFI-A luciferase reporter; inhibition, % at 8.6 µM; 0.7% of 370,000 active; AID 686940, 2013;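 active means inhibition above a per-plate cutoff, mean inhibition of test wells between control levels plus 3 SD, cut at about 38% in these data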;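 further: cells cotransfected with COUP-TFII expression vector driving the NGFI-A reporter; 0% = median of COUP-TF2 test wells and 100% = reporter-only cells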
LRH-1 inv ag: LRH-1 (NR5A2) inverse agonists, primary screen, cell-based, luminescence, HEK293T, StAR-luciferase reporter; Nuclear receptor subfamily 5 group A member 2 (Homo sapiens), O00482; LRH-1 transfected, 24 h; inhibition, % at 3.6 µM; 0.13% of 360,000 active;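 active means inhibition above the mean inhibition of all tested compounds plus 3 SD, cut at about 73% in these data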;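 further: 0% = DMSO wells and 100% = reporter-only cells lacking LRH-1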
Granule exo inh: LAMP-1 surface exposure blockers, TALL-104 cells – cell-based, flow cytometry, MLPCN library, primary screen; TALL-104 LAMP-1 surface exposure; cells stimulated with thapsigargin and PMA; inhibition, % at 10 µM; 0.66% of 360,000 active;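 active means inhibition above about 55%, limit read from the data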
SRC3 inh: SRC3 coactivator transcriptional activity inhibitors, primary screen, cell-based, luminescence; Nuclear receptor coactivator 3 (Homo sapiens), Q9Y6Q9; HEK293 GAL4-SRC3 luciferase reporter; inhibition, % at 3.6 µM; 0.17% of 360,000 active; AID 588352, 2011;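 active means inhibition above a per-campaign cutoff, the mean of all compounds plus 3 SD, cut at about 60% in these data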;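 further: 0% = DMSO-treated cells and 100% = gossypol-treated cells at 36 µM; higher means less SRC3-driven luciferase light from the GAL4 reporter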
* = called active by the depositor; . = not tested or not shown. This is a subset (hit frequency here may not be typical).

Second line of a record: Granule exo inh	SRC3 inh	SRC1 inh	TWEAK-Fn14 inh	ABHD5 PLIN5 PPI	LRH-1 inv ag	TROY NFkB inh	COUP-TFII inh	NOD2 RIPK2 PPI	SRC2 inh	TLR9-MyD88 inh
1	CCCCN(CCCC)S(=O)(=O)c1ccc(C(=O)Nc2nnc(COC)o2)cc1
  2	2	1	-1	-5	-1	25	.	4	.	8
2	C[C@H](CO)N1C[C@H](C)[C@@H](CN(C)Cc2ccc(C(=O)O)cc2)Oc2ccc(NS(=O)(=O)c3cn(C)cn3)cc2C1=O
  -4	-6	-11	2	6	9	-19	-12	-6	-12	2
3	CCCc1nnc(NC(=O)Cn2c(=O)oc3ccccc32)s1
  0	-6	-22	8	-2	17	7	8	-8	-21	-4
4	COc1ccc2nc(N3CCN(C(=O)C4COc5ccccc5O4)CC3)sc2c1 (stereo not given)
  18	-63	-64	-23	5	-123	-39	-27	3	-82	1
5	O=C(CNC(=O)c1ccccc1F)OCC(=O)c1c[nH]c2ccccc12
  -4	13	-11	18	-5	12	-24	1	-7	-20	-1
6	CC(C)(C)OC(=O)N1CCN(C(c2ccnc3ccccc23)c2nnnn2-c2ccc3c(c2)OCCO3)CC1 (stereo not given)
  2	.	.	10	0	17	-7	15	4	23	.
7	COc1cc(CCC(=O)OCC(=O)N2CC(=O)Nc3ccccc32)cc(OC)c1OC
  -5	7	-5	-9	-8	6	12	-10	5	-8	-13
8	CN(C)C(CNC(=O)c1ccc(-c2ccccc2)cc1)c1ccccc1 (stereo not given)
  40	-25	-9	-15	2	-6	-38	-13	0	-32	3
9	C1CCN(c2nc3nonc3nc2NCC2CCOCC2)CC1
  11	-1	13	-11	7	5	-5	.	-2	.	6
10	CC1CCN(C(=O)CSc2nnc(CNC(=O)c3ccco3)o2)CC1
  2	7	1	1	-2	-2	19	14	1	8	5
11	COCCNC(=O)C1CCC(CNS(=O)(=O)c2c(C)cc(C)cc2C)CC1 (stereo not given)
  12	1	-4	11	6	8	-6	17	-6	-5	-4
12	COc1cccc(/C=N/NC(=O)c2ccc(=O)n(C)c2)c1O
  3	46	19	4	0	18	-22	18	-2	13	0
13	COc1ccc(C(=O)NC2CCN(C(=O)Nc3ccccc3Cl)CC2)cc1
  0	1	-25	31	-6	1	-1	-1	-1	0	-9
14	O=C(Nc1cccc(OC(F)(F)F)c1)c1ccc(-c2cccnc2)c2ccoc12
  -4	-54	-7	-24	2	-82	-35	-26	-13	-32	.
15	Cc1ccn2c(NC(=O)c3ccccc3)c(-c3cccs3)nc2c1
  0	-10	8	-4	7	-24	-2	-5	8	-16	1
16	c1ccc2c(c1)NC1(CCCC1)n1c-2nc2ccccc21
  0	-42	-60	-17	-4	-94	-46	-51	4	-57	3
17	CC(C)CC(C)NNC(=O)c1cc2ccccc2[nH]1 (stereo not given)
  -1	1	-11	5	-4	-12	-23	-17	-5	-3	2
18	NC(=O)c1cc2ccccc2o/c1=N/NC(=O)c1ccccc1
  -7	-23	-17	-4	8	-2	-60	-4	-9	-34	-2
19	CCCCn1c(N)c(N(CCOC)C(=O)c2oc3c(Cl)cccc3c2C)c(=O)[nH]c1=O
  2	9	0	2	-2	-25	18	-3	-14	17	-5
20	COc1cc(C(=O)NNC(=O)COc2ccc(Br)cc2)ccc1OCC(=O)N1CCOCC1
  1	21	-8	-1	11	4	-9	4	10	2	0
21	Cc1ccc(C(=O)OCC(=O)NC2CCCCCCC2)cc1C
  20	-3	3	8	5	5	-21	8	1	6	-1
22	Cc1ccc(NC(=O)N[C@H](C(=O)O)C(C)C)c(C)c1
  3	-8	-27	5	-3	4	6	5	-7	6	-3
23	Cc1ccc2[nH]cc(CCNC(=O)c3cccnc3)c2c1
  0	-2	1	-1	4	7	-10	8	2	0	7
24	N=c1c(C(=O)NC2CCCC2)cc2c(=O)n3ccccc3nc2n1C1CCCC1
  0	-1	5	-51	1	12	-10	-9	1	3	-7
25	O=S(=O)(NCc1cccs1)c1ccc(Br)cc1
  -1	9	5	4	-9	3	-16	6	2	15	-1
26	Cc1cc(C)n(/N=C/c2cc(Cl)cc(Cl)c2O)c(=O)c1
  4	2	3	20	0	10	1	-22	3	1	6
27	COc1ccc(NC(=O)CS(=O)CC(=O)Nc2ccc(F)cc2F)cc1 (stereo not given)
  0	9	-14	-12	-3	-4	-8	23	5	-12	3
28	CCCCCN(C(=O)NC(=O)Nc1cccc(C)c1C)S(C)(=O)=O
  0	-2	-14	-4	-1	-7	-7	-6	-13	11	2
29	Clc1ccccc1-c1nnc(-c2ccc3c(c2)OCO3)o1
  -3	-73	-103	17	-2	-122	-28	-64	-6	-30	-3
30	CSc1nc2ccc(NC(=O)c3nn(C(C)C)c(=O)c4ccccc34)cc2s1
  3	-27	-28	-34	-3	-36	-40	-24	-10	-25	-7
31	COc1ccc2oc(C(=O)Nc3ccccc3N3CCOCC3)c(C)c2c1
  -3	-14	-16	-37	1	-2	-12	7	2	-3	7
32	Cc1ccc(C(c2nnnn2C2CCCCC2)N(C)C2CCCCC2)cc1 (stereo not given)
  4	14	3	10	-5	-4	-44	-2	-6	14	7
33	NNC(=O)C1c2ccccc2Oc2ccccc21
  9	-6	-14	-10	-1	-4	-6	-3	4	5	-10
34	S=C(NCC1CCCO1)NC1CC1 (stereo not given)
  8	-3	-6	-8	2	14	2	1	11	-25	5
35	CCc1ccc(CN(C)Cc2nc(Cc3ccc(OC)c(OC)c3)no2)nc1
  -14	0	9	-10	-6	-10	21	3	6	19	-1
36	COC(=O)C1C2C=CC3(CN(c4cccc(Cl)c4)C(=O)C13)O2 (stereo not given)
  7	3	3	1	-6	-7	-12	-14	-8	4	-5
37	CC(C)CC1NC(=O)N(Cc2cc(=O)n3ccsc3n2)C1=O (stereo not given)
  -2	15	7	7	-1	-7	-8	-6	3	2	-2
38	CC(C)(C)c1ccc(S(=O)(=O)NC(=O)C2(C)CCN2C(=O)CC2CCCCC2)cc1 (stereo not given)
  3	7	-3	6	-1	15	-20	7	-4	6	.
39	COc1ccc(NC(=O)CN2C(=O)C(C)Oc3ccccc32)c(OC)c1 (stereo not given)
  -4	-13	-13	-2	2	-12	-2	-9	-6	-1	9
40	CCOC(=O)C(=O)N(Nc1ccccc1C)c1ccccc1C
  1	8	7	11	-11	-9	-13	5	-8	11	-5
41	O=C(CCc1nnc(-c2ccccc2)o1)NCc1c(F)cccc1F
  -2	9	1	1	0	-4	5	0	6	-4	16
42	O=c1onc(-c2ccc(Cl)cc2)n1Cc1ccc(F)cc1
  -5	13	12	-8	-4	16	16	26	-5	3	-3
43	COC(=O)c1sccc1NC(=O)Cc1ccc(Br)cc1
  -6	2	-8	-26	5	0	-45	3	-5	-7	-8
44	CCC(Sc1n[nH]c(=O)[nH]c1=O)C(=O)OCc1ccccc1 (stereo not given)
  -2	0	-10	0	2	0	4	9	6	-24	4
45	CCCCOc1ccccc1Cn1c(=O)oc2ccc(C)cc21
  31	5	2	-13	1	1	-4	7	-9	14	-4
46	COc1cc(OC)c(C(=O)NCC2CCCO2)cc1OC (stereo not given)
  -1	-6	-23	6	0	-13	-3	11	-12	-19	8
47	O=C(OCn1nnc2ccccc2c1=O)c1cccc(S(=O)(=O)N2CCOCC2)c1
  -3	-5	-5	-4	-11	12	7	-14	1	-14	-4
48	CCOC(=O)C1CCN(C(=O)c2ccc(NC(=O)C3CCCO3)cc2)CC1 (stereo not given)
  -3	8	-31	-14	2	-1	-6	-15	-4	-5	3
49	COC(=O)c1c(NC(=O)Nc2ccc(Cl)cc2)sc(C)c1C
  1	1	-10	-10	0	17	-9	-1	10	-3	-5
50	O=C1CN(C(=O)c2c(F)cccc2F)C(c2ccccc2)c2cc(Br)ccc2N1 (stereo not given)
  15	-4	11	9	4	17	6	0	7	4	5

Looked up above.
NC(=O)c1cc2ccccc2o/c1=N/NC(=O)c1ccccc1 in TWEAK-Fn14 inh: -4
Cc1cc(C)n(/N=C/c2cc(Cl)cc(Cl)c2O)c(=O)c1 in LRH-1 inv ag: 10

Carrying on:
Second line of a record: Granule exo inh	SRC3 inh	SRC1 inh	TWEAK-Fn14 inh	ABHD5 PLIN5 PPI	LRH-1 inv ag	TROY NFkB inh	COUP-TFII inh	NOD2 RIPK2 PPI	SRC2 inh	TLR9-MyD88 inh
51	CCOCc1cnc(C)nc1NCC(=O)c1c(C)[nH]c2ccc(OC)cc12
  -1	16	10	7	5	-6	5	-1	-7	-12	1
52	COC(=O)Nc1ccc(S(=O)(=O)Nc2cc(C(F)(F)F)c[nH]c2=O)cc1
  -2	7	3	17	-5	-15	6	6	-7	16	0
53	COc1ccc(C(=O)N2CCCC(CCC(=O)NCc3ccc(F)c(F)c3)C2)cc1F (stereo not given)
  -2	-4	-22	-18	-3	0	-32	-22	5	4	-1
54	COc1ccc(-n2ncc3c(N4CCN(Cc5ccccc5)CC4)ncnc32)cc1
  23	5	-10	81*	2	21	61*	18	-2	-17	-6
55	C=CCn1c(C)cc(C(=O)COC(=O)/C=C/c2ccc(OC)cc2)c1C
  4	6	-3	12	-2	4	19	10	-11	7	-3
56	Cc1c(NC(=O)C(C)C)cccc1-c1nc2ncccc2o1
  3	-17	8	12	-6	-15	-33	-3	1	11	4
57	CCNC(=O)NC1(C(=O)Nc2ccc3c(c2)CCC3)CCCCC1
  -1	8	-2	1	-2	4	-15	-10	-5	-9	2
58	Cc1ccc(-n2cc(CNCCCn3ccnc3C)c(-c3ccc(F)cc3)n2)cc1
  57*	14	1	1	18	-3	-33	7	2	4	-3
59	COc1ccc(Nc2nc3ccccc3c(=O)s2)c(OC)c1
  -2	4	2	14	2	-16	-4	-6	-7	-3	-6
60	O=C(CCNC(=O)OCc1ccccc1)NC1CCCCCC1
  -1	3	5	47	-3	0	25	-14	-4	6	-4
61	O=C(Nc1ccc2nc([C@@H]3O[C@H](CO)[C@@H](O)[C@H](O)[C@H]3O)[nH]c2c1)NC(c1ccccc1)c1ccccc1
  -10	-16	-19	10	4	-1	2	7	-1	-9	.
62	N#CC(Nc1ccccc1)c1ccccc1OCc1ccccc1 (stereo not given)
  -1	-7	-42	20	-12	9	-4	7	4	-11	11
63	O=S1c2ccccc2Nc2ccccc21
  2	-2	-16	3	1	9	7	4	-9	17	9
64	CNC(=O)CC1C(=O)N(Cc2ccccc2)C(=S)N1NC(=O)c1cccc(F)c1 (stereo not given)
  -2	7	-11	5	2	0	0	5	-10	14	-4
65	Cc1cc(C)n(C(=O)CCCn2cc([N+](=O)[O-])cn2)n1
  0	14	5	-10	-2	-2	1	10	-5	12	1
